Compound activity as filed in PubChem.
LANA DNA inh – KSHV C-LANA DNA binding inhibition; MBP-C-LANA/FAM-LBS DNA binding, fluorescence polarization; inhibition, % at 9 µM; 340,000 tested, 0.078% active;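 active = highest replicate inhibition at or above 60% at 9 µM, even if other replicates fall short; inactive = all replicates below 60% inhibition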;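 also: 0% = neutral control wells and 100% = 4 µM acridine orange control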
MOR-DOR inv ag – inverse agonist of human OPRM1-OPRD1 heterodimerization. P35372+P41143. cell-based MOR-DOR heterodimer luminescence, inverse agonism. inhibition, % at 9.3 µM. 340,000 tested, 0.21% active. AID 504357; in the data active = inhibition above about 22%, passing the limit was not always enough;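 also: 0% = cells with DMSO and 100% = wells without cells with DMSO; values of inactives mirror those of a sister screen read the other way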
V-ATPase pH – alters yeast V-ATPase proton transport; response, % at 10 µM; 350,000 tested, 0.37% active; AID 504577; S. cerevisiae, pHLuorin cytosolic pH fluorescence; in the data active = response mostly above about 7.3%, no sharp cut-off; inactive = mostly below about 5.4%; also: actives read high; inactives centre near 0; some compounds called inactive have numbers as strong as hits; reference of the scale not given here
Wnt bcat act – Wnt/beta-catenin pathway activation | activation, % at 9.35 µM | 300,000 tested, 1.2% active | Wnt/beta-catenin reporter cell assay, activator, plate reader; in the data active = activation above about 30%, passing the limit was not always enough; inconclusive = no clear call, values can overlap the other calls;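 also: 0% = neutral control wells and 100% = positive control wells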
OPRM1-OPRD1 ag – agonists of human mu-delta opioid receptor heterodimerization | 340,000 tested, 0.3% active | cells, OPRM1-OPRD1 heterodimerization, luminescence | P35372+P41143 | activation, % at 9.3 µM; in the data active = activation above about 18%;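 also: 0% = vehicle-treated cells and 100% = reference agonist; values of inactives mirror those of a sister screen read the other way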
Cardiac RTF inh – cardiac RTF calcium desensitization | P19429+P45379 | IANBD-labeled cardiac RTF, Ca2+ fluorescence | inhibition, % at 7.15 µM | 340,000 tested, 0.12% active | AID 493244;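 active = inhibition above the mean inhibition of all tested compounds plus 3 SD, cut at about 17% in these data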;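 also: assay run at fixed EC70 calcium of 1.6 mM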
RTF Ca sens act – cardiac RTF calcium sensitization; P19429+P45379; IANBD-labeled TnC RTF fluorescence at EC20 calcium; 0% EC20 calcium, 100% full calcium; activation, % at 7.2 µM; 340,000 tested, 0.24% active;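 active = activation above the mean over all tested compounds plus 3 SD, cut at about 30% in these data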;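 also: rise in fluorescence read as greater calcium sensitivity of cardiac thin filaments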
DSG3 Ab inh – inhibitors of pemphigus antibody binding to human desmoglein-3; AID 588358; 310,000 tested, 0.48% active; DSG3-coupled beads, scFv-anti-DSG3-GFP binding, flow cytometry; active compounds read low; binding (percent of control), % at 10 µM;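 active = binding more than 3 SD below its plate's average and above zero; inconclusive = below that plate limit but binding exactly zero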;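 also: hits lower antibody fragment binding to DSG3; some compounds called inactive have numbers as strong as hits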
Target sequence (P32926 whole entry, looked up, the tested form may be a part): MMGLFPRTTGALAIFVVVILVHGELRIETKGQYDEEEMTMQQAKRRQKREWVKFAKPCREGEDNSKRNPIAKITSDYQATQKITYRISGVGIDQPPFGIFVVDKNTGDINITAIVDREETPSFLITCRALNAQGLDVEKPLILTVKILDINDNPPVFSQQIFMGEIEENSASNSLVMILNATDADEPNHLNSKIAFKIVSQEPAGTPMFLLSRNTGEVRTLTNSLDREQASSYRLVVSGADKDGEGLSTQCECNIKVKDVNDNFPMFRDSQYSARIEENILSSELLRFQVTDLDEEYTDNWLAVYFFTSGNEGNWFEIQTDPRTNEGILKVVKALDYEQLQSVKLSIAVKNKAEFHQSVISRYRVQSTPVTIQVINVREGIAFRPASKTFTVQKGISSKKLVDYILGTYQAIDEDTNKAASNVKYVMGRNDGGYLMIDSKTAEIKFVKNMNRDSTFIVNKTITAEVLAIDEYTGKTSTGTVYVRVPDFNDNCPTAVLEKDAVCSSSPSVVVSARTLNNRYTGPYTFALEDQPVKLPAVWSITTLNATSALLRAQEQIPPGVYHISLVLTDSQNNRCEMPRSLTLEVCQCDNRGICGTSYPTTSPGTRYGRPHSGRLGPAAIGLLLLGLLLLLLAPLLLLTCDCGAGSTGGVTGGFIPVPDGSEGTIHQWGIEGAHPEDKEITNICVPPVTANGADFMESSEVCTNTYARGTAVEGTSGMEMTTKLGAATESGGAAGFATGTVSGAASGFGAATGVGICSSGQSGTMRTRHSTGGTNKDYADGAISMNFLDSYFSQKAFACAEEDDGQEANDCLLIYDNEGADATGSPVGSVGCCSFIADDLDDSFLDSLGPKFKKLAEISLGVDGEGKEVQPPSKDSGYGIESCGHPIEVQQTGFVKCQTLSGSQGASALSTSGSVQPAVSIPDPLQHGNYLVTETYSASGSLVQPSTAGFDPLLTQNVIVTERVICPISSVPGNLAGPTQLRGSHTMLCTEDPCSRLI
Arrestin-AP2 inh – human beta-arrestin and AP2 interaction inhibition; FITC-arrestin peptide / GST-AP2 beads, flow cytometry; AP2 beta2 appendage carries R879A mutation; inhibition, % at 10 µM; 340,000 tested, 0.31% active;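 active = inhibition above a set limit, near 3 SD of compounds lacking own fluorescence, cut at about 54% in these data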;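 also: plate controls were DMSO wells for no effect and 5 µM unlabelled arrestin peptide for full effect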
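system = GST-tagged AP2 beta2-adaptin appendage (R879A) on 4 µm glutathione beads | reagent = FITC-labelled arrestin peptide probe, 50 nM final | schedule = compound with beads 12 min RT, then probe 1 h RT | signal = HyperCyt-sampled flow cytometry, FL1 channel, ex 488/em 535 nm | read-out = percent response from loss of bead-bound FITC fluorescence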
Keap1-Nrf2 PPI – inhibitors of human Keap1-Nrf2 protein-protein interaction. Keap1 Kelch-Nrf2 peptide fluorescence polarization, 1536-well. inhibition, % at 9.4 µM. 340,000 tested, 0.15% active. AID 504523; in the data active = inhibition above about 12%; inconclusive = no clear call, values can overlap the other calls; inactive = below about 7.3%;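 also: human Keap1 Kelch domain with fluorescein labeled Nrf2 9mer peptide probe; 0% = neutral control wells and 100% = peptide positive control; higher means more block of Keap1 binding to Nrf2 peptide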
* marks the source's active call; other numbers are inactive results; ? = inconclusive; nt = no result given.

SMILES	LANA DNA inh	MOR-DOR inv ag	V-ATPase pH	Wnt bcat act	OPRM1-OPRD1 ag	Cardiac RTF inh	RTF Ca sens act	DSG3 Ab inh	Arrestin-AP2 inh	Keap1-Nrf2 PPI
O=C(COc1ccccc1)N(Cc1cccs1)C1CCS(=O)(=O)C1 (stereo not drawn)	-0.3	12.6	-3.5	-1.3	-2.4	1.5	4.9	110.4	-2.5	0.5
O=C(N=Nc1c(O)[nH]c2ccccc12)c1cc(-c2ccc(F)cc2)n[nH]1	-0.8	12.1	7.6	-2.0	-2.3	-18.7	-0.5	106.3	2.1	-3.6
Cc1ccc2c(c1)c(N=NC(N)=O)c(O)n2C	-1.2	17.2	-0.5	0.2	-3.3	-0.5	-7.4	103.0	-3.3	-6.1
COc1ccc(CNC(=O)C(C)OC(=O)CN2C(=O)COc3ccccc32)cc1 (stereo not drawn)	-2.5	16.4	0.0	-0.9	-3.1	4.9	2.7	102.3	25.3	-3.4
CN(C)c1nc2ccc(OCCN3CCCCC3)cc2s1	-1.1	16.3	1.7	nt	-3.4	-1.2	-1.1	93.5	-7.9	2.3
CCOC(=O)N1CCN(S(=O)(=O)c2cc(Br)cnc2N)CC1	-0.6	8.0	-1.3	nt	-1.3	-2.0	-2.2	102.7	-1.1	0.3
CC1Cn2c(nnc2C23CC4CC(CC(C4)C2)C3)S1 (stereo not drawn)	2.6	0.1	-2.2	-1.8	0.0	6.4	-0.6	106.0	-6.1	-4.2
Cc1noc(C)c1NC(=O)N(C)C[C@H]1Oc2ccc(NC(=O)CCN3CCOCC3)cc2C(=O)N([C@H](C)CO)C[C@@H]1C	0.2	3.6	2.6	-3.0	-0.6	-6.0	10.2	97.4	8.2	-4.4
CC(=O)c1sc(NC(=O)COc2ccc([N+](=O)[O-])cc2)nc1C	-0.3	19.0	0.9	-2.6	-4.0	11.9	-9.2	103.0	11.6	1.6
CCOC(=O)N1CCN(C(=O)c2ccc(CNS(=O)(=O)c3ccc(C)cc3)cc2)CC1	-0.4	8.8	0.0	-3.9	-1.5	-1.4	0.2	nt	-3.6	2.4
COC(=O)Cc1ccc(NC(=S)NCc2ccccc2OC)cc1	-0.6	8.7	-1.2	4.5	-1.7	2.6	4.0	102.6	-2.9	-3.1
CCOC(=O)C1CCCc2c1[nH]c1c(C(=O)O)cccc21 (stereo not drawn)	1.2	11.9	2.4	nt	-2.1	-7.0	6.4	99.5	-6.7	-2.7
Clc1ccc(-c2nnc(SCc3nc(-c4ccccc4)no3)o2)cc1	0.9	-16.0	1.9	15.4	3.1	-0.5	-3.6	101.5	-1.6	-1.7
O=C(Cc1ccccc1)N1CCN(C(=O)c2ccco2)CC1	-0.8	8.0	2.1	nt	-1.4	5.5	4.5	73.9	-9.7	-3.0
COc1ccc2c(c1)CCCN2C(N)=Nc1ccc(Cl)cc1	-3.5	3.1	5.6	-0.1	-0.6	-0.9	-1.8	87.7	-16.4	-3.5
COc1ccc(N=C2SC(C(N)=O)CC(=O)N2Cc2ccc3c(c2)OCO3)cc1 (stereo not drawn)	1.2	-12.4	-5.4	0.7	2.4	-1.7	10.6	123.7	9.9	-5.4
COc1ccc2cc3cc(C(=O)NCc4ccc5c(c4)OCO5)oc3nc2c1	-2.4	-3.9	0.4	0.5	0.7	-9.5	-3.1	99.0	4.0	3.2
CC(C)c1nnc(SCC(=O)Nc2ccc3c(c2)OCCO3)n1C	1.6	3.9	0.1	-2.7	-0.6	-16.1	3.6	nt	-4.4	-4.4
CCOc1ccc(NC(=O)CN2CCN(CC(=O)Nc3ccc(C(N)=O)cc3)CC2)cc1	-1.0	3.7	3.1	1.7	-0.6	-6.2	-1.6	93.8	12.2	2.7
CCN(C[C@H]1N[C@@](CC)(C(=O)OC)[C@H]2C(=O)N(C)C(=O)[C@@H]12)S(=O)(=O)c1ccc(-c2ccccc2)cc1	-0.2	12.0	3.4	-3.3	-2.6	-9.7	-5.8	94.0	15.5	-4.3
CCOc1ccc(S(=O)(=O)Nc2ccc(S(=O)(=O)N3CCCC3)cc2)cc1	0.5	13.8	-2.4	nt	-2.5	-2.6	1.4	94.1	6.7	-0.4
COc1cccc(NS(=O)(=O)c2ccc3c(c2)NC(=O)CC(=O)N3)c1	8.7	14.3	0.8	-1.4	-2.8	2.2	1.4	106.2	1.5	-4.4
C=CCc1c(C)nc(C)nc1N/N=C/c1ccc(N(C)C)cc1	-1.5	1.7	-6.6	nt	-0.4	1.3	5.5	nt	14.5	-1.0
CCn1c(O)c(C=C2N=c3ccccc3=N2)sc1=S	0.0	-29.4	8.2	1.2	6.1	-1.3	9.1	98.7	-0.6	-2.1
Cc1nn(-c2cccc(C(F)(F)F)c2)c(=O)c2noc(C)c12	9.5	4.3	3.9	0.4	-0.9	1.7	2.1	nt	5.9	?
COCCOC(=O)C1=C(C)N=C2SCCC(=O)N2C1c1cccs1 (stereo not drawn)	3.8	8.4	4.4	-1.1	-1.8	-2.2	-3.1	95.6	18.7	-2.3
O=C(C1COc2ccccc2O1)N1CCN(S(=O)(=O)c2ccccc2)CC1 (stereo not drawn)	-1.3	13.3	-2.5	-0.6	-2.6	-3.4	-4.8	98.4	11.2	1.9
CCc1ccccc1NC(=O)c1cc2ncc(Br)cn2n1	1.1	12.5	-2.5	7.5	-2.4	-10.6	-3.5	93.9	4.3	0.3
CCOC(=O)C1CCN(C(=O)CCC(=O)NCCc2ccc(Cl)cc2)CC1	1.3	13.1	9.7	0.9	-2.6	-3.1	1.2	101.0	-1.6	0.0
CCS(=O)(=O)c1ccc2oc(Nc3cc(C)cc(C)c3)nc2c1	0.3	-5.0	4.4	nt	0.9	1.4	-4.5	93.8	-1.6	1.7
C[C@H](CO)N1C[C@H](C)[C@H](CN(C)Cc2ccncc2)Oc2ccc(NC(=O)Nc3ccc(C(F)(F)F)cc3)cc2CC1=O	1.8	7.3	1.7	-8.2	-1.3	1.5	6.8	101.5	-4.4	-6.6
CCOc1ccc(N2CC(C(=O)Nc3cc(OCC)c(N4CCOCC4)cc3OCC)CC2=O)cc1 (stereo not drawn)	-0.9	5.1	-1.1	-2.7	-0.9	6.3	-11.7	94.4	-0.7	-1.5
CCC(=O)N1N=C(c2ccccc2)CC1c1ccccc1 (stereo not drawn)	1.8	13.1	3.1	-1.4	-2.6	-0.5	-1.6	113.9	44.2	-1.6
COc1ccc2c(CC(=O)OCC(=O)N(C)c3c(N)n(Cc4ccccc4)c(=O)[nH]c3=O)coc2c1	-2.3	2.3	-2.3	-3.0	-0.6	-13.1	3.2	106.2	3.0	-3.5
C/C(=N\NC(=O)c1ccc(C)cc1)C1C(=O)c2ccccc2C1=O	0.1	15.8	4.2	20.9	-2.7	1.4	7.0	101.9	-0.3	-1.0
COc1ccc(NC(=O)CN(C)C(=O)CSc2ccc(Br)cc2)cc1	0.9	15.1	0.6	0.0	-4.0	1.3	-4.1	113.9	-4.5	-5.0
O=C(Nc1ccccc1)/C(=C/c1ccc([N+](=O)[O-])cc1)NC(=O)c1ccccc1	-1.5	-12.4	-0.6	nt	2.3	-6.4	-0.1	110.3	15.7	1.4
O=C(NCc1ccc2c(c1)OCO2)c1ccc(Cl)c(S(=O)(=O)N2CCOCC2)c1	-0.9	13.2	1.5	-3.0	-2.4	-0.9	-6.1	99.5	4.8	1.4
CNC(=S)N1CCn2cccc2C1c1cc(OC)c(OC)c(OC)c1 (stereo not drawn)	-0.7	12.1	-3.6	-1.4	-2.5	-3.4	-1.9	108.7	7.4	-0.9
COc1cc(N2CCCC2)c(OC)cc1/C=C(/C#N)c1ccc(Br)cc1	8.0	18.4	-0.7	nt	-3.8	-14.6	30.3*	236.8	-17.9	0.1
Cc1ccc(/C=c2\sc3n(c2=O)CN(c2cccc(Br)c2)CN=3)o1	0.3	15.3	2.2	?	-3.1	-12.2	-1.3	86.8	-3.7	-3.6
Cc1c(OCC(=O)NCc2ccccn2)ccc2c3c(c(=O)oc12)CCCC3	-1.1	2.0	2.4	-1.3	-0.4	-4.8	1.4	102.3	-4.3	-0.9
COc1ccc([N+](=O)[O-])c(S(=O)(=O)c2ccc(Cl)cc2)n1	-23.4	16.6	10.2	-5.4	-3.3	-16.6	-2.2	105.9	2.2	-4.7
Cc1ccc2nc(-c3ccc(NS(C)(=O)=O)cc3)cc(-c3ccccc3)c2c1	-1.7	-16.2	1.1	-1.6	3.0	1.4	-6.7	102.3	18.8	-2.7
O=c1[nH]c(/C=C\c2cccc(O)c2)nc(O)c1[N+](=O)[O-]	1.7	20.2	4.9	2.9	-4.0	-1.4	3.4	95.5	5.3	-4.6
O=C(Oc1ccccc1C(=O)N1CCOCC1)c1ccc(F)cc1	-0.3	11.2	-3.9	0.8	-2.3	3.2	-1.2	nt	25.3	-1.8
O=C(C(O)c1ccccc1)N1N=C(c2ccccc2)CC1(O)C(F)(F)F (stereo not drawn)	1.6	13.2	-1.3	0.7	-2.7	3.1	-10.2	110.0	-15.0	-5.5
Oc1ccc(/C=N/n2c(-c3ccco3)csc2=Nc2cccnc2)c(O)c1	0.3	-1.8	4.5	nt	0.3	-0.1	2.9	108.5	-5.3	0.8
COc1cc(C(=O)NNC(=O)c2ccc3c(c2)OCCO3)cc(OC)c1OC	1.4	7.4	-3.9	-6.9	-1.5	-3.7	-1.1	93.1	-9.1	-3.2
Cc1cc(C)c(S(=O)(=O)N2CCN(C(=O)CCOc3ccccc3C)CC2)c(C)c1	2.0	22.5	0.8	-5.0	-5.7	-0.9	-1.3	104.3	-6.1	-3.4
N#Cc1ccc(NC(=O)COC(=O)c2ccc(F)c(S(=O)(=O)N3CCOCC3)c2)cc1	-1.6	7.1	7.8	3.5	-1.7	7.9	-2.4	nt	-3.6	-2.6
O=C(NC12CC3CC(CC(C3)C1)C2)c1cc([N+](=O)[O-])ccc1Cl	1.9	-1.6	1.0	-0.5	0.3	-7.0	2.3	102.4	14.5	-1.2
